Diaphorase inh = diaphorase inhibitors and chemical oxidizers, primary screen, counter-screen for diaphorase-coupled primary assays, biochemical, uHTS, resorufin fluorescence. inhibition, % at 20 µM. diaphorase resazurin-to-resorufin fluorescence, NADH, 16 min; bacterial (C. kluyveri) enzyme, not human. AID 1217, 2008. 190,000 tested, 0.69% active;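 active = primary screen inhibition at 20 µM above a set limit, cut at about 50% in these data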;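 note: plate controls were DMSO with full reaction for no effect and wells lacking NADH for full effect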
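material = Clostridium kluyveri diaphorase enzyme | amount = 0.14 U/mL diaphorase, enzyme working solution | schedule = incubation 16 min, room temperature | detection = fluorescence of resorufin formed from resazurin, Ex 544/Em 590 nm | benchmarks = positive control minus NADH, DMSO neutral control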
FLuc stim CS = FLuc activators, initial screening, artefact control for FLuc-dependent activation tests, biochemical, ATPlite luminescence. Luciferin 4-monooxygenase (Photinus pyralis), P08659. ATPlite luciferase biochemical, 10 min; 0 = ATP-free wells, 1 = DMSO control. activation factor at 10 µM. 200,000 tested, under 10 active. AID 1027, 2008;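 active = luciferase activation factor, scaled between plate controls, of at least 2 with compound at 10 µM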
Target sequence (P08659 whole entry, looked up): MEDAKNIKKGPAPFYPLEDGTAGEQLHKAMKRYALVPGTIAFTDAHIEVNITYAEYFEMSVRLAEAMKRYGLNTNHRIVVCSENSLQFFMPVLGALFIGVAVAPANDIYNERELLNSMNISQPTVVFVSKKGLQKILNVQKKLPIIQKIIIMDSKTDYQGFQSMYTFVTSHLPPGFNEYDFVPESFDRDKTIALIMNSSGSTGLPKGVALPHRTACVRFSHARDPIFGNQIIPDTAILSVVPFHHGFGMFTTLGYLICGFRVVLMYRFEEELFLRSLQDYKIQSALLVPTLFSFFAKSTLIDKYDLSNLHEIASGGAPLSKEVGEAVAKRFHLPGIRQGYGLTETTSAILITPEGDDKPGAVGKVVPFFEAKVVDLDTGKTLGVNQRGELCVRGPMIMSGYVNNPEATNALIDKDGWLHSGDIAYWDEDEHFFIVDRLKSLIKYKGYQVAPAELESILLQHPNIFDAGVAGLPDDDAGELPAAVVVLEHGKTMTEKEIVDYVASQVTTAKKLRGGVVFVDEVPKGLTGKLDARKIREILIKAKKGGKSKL
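Assay system: Luciferase/luciferin detection reagent, cell-free biochemical luciferase assay / Also added: ATP substrate / Schedule: 10 min at ambient temperature / Measured by: luminescence measurement of luciferase light output / Benchmarks: low control with PBS replacing ATP, high control enzyme plus ATP without compound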
TLR4-MyD88 BLA = inhibitors of TLR4-MyD88 association in cells, primary screen, cell-based, HeLa CL3-4, BLA complementation, FRET ratio; 200,000 tested, 0.18% active; HeLa CL3-4 TLR4/MyD88 BLA complementation; Toll-like receptor 4 (Homo sapiens) + Myeloid differentiation primary response protein …; AID 861, 2007; inhibition, % at 8.4 µM; in the data active = inhibition above about 25%;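 note: 0% = vehicle and 100% = reference inhibitor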
FLuc inh counter = firefly luciferase enzyme inhibitors, primary screen, artefact control for luciferase-based inhibitor screens, biochemical, luminescence, ATPLite; AID 1006, 2008; inhibition, % at 10 µM; Luciferin 4-monooxygenase (Photinus pyralis), P08659; 10 min; 200,000 tested, 1.5% active;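 active = inhibition above about 50% when tested at 10 µM, limit read from the data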
Diaphorase act = compounds boosting diaphorase resazurin reduction – biochemical, uHTS, resorufin fluorescence, counter-screen for diaphorase-coupled primary assays, primary screen; Diaphorase/resazurin coupled assay, 16 min; active compounds read high; 1 = vehicle wells, 0 = NADH-free wells; activation factor at 20 µM; 190,000 tested, 0.005% active; AID 1229, 2008;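 active = diaphorase activity raised at least twofold by the compound at 20 µM; inactive = activation factor below 2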
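Material: Purified diaphorase enzyme from Clostridium kluyveri | Buffer or medium: 50 mM HEPES pH 7.4 with 4.542 mM MgCl2, 0.005% Tween 20 | Times: 16 min enzyme reaction, ambient temperature | Signal: Red resorufin fluorescence at 544/590 nm excitation/emission | Measure: Increased resorufin signal from activators or reducing compounds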
APP 5UTR inh = inhibitors of APP translation via 5'UTR reporter, primary screen, APP 5'UTR luciferase, SH-SY5Y cells; SH-SY5Y APP 5'UTR-luciferase reporter, luminescence; inhibition, % at 2 µM; 190,000 tested, 0.82% active; AID 1285, 2008;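 active = inhibition above a set limit, derived from the sample mean plus 3 SD, cut at about 45% in these data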; note: values of inactives mirror those of a sister screen read the other way
STAT1 act = STAT1 signaling activators, primary screen, cell-based, HTS, luciferase reporter | NIH 3T3 STAT1-luciferase reporter, IFN-gamma, luminescence; 100% = IFN-gamma alone, no compound | 200,000 tested, 2.6% active | activation (% of control), % at 5.5 µM;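 active = activation above the screen-wide mean activation plus 3 SD, cut at about 130% in these data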;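 note: raw ratio to IFN-gamma control signal so 100% means no change and 0% no light; values of inactives mirror those of a sister screen read the other way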
G6PDH counter = L. mesenteroides G6PDH inhibitors, counter-screen for G6PDH-coupled screening assays, biochemical, Leuconostoc mesenteroides enzyme; 200,000 tested, 0.12% active; Purified L. mesenteroides G6PDH, diaphorase/resazurin coupled fluorescence, 45 min; inhibition, % at 5 µM; glucose-6-phosphate dehydrogenase [Leuconostoc mesenteroides]; in the data active = inhibition above about 50%
NF-kB expr up = activators of NF-kB expression in neurons, primary screen, cell-based, HTS; human neuronal cells, NF-kB reporter expression; active compounds read high; fold change at 12.5 µM; 190,000 tested, 1.6% active; in the data active = fold change above about 3.3
APP 5'UTR act = activators of APP 5'UTR luciferase reporter, primary screen, SH-SY5Y cells | SH-SY5Y APP 5'UTR luciferase reporter, luminescence; zero percent = DMSO vehicle wells | AID 1276, 2008 | activation, % at 2 µM | 190,000 tested, 1% active;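 active = activation above a set limit, based on mean plus 3 SD of controls, cut at about 140% in these data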; note: values of inactives mirror those of a sister screen read the other way
Active calls of the source: *.

How did CSc1nnc(C)c(=O)[nH]1 do in these assays?
Diaphorase inh: -9; FLuc stim CS: 1; TLR4-MyD88 BLA: -7; FLuc inh counter: 4; Diaphorase act: 1.1; APP 5UTR inh: -18; STAT1 act: 102; G6PDH counter: 1; NF-kB expr up: 1.2; APP 5'UTR act: 18

What do the screens show for `O=S(=O)(/N=C(/Nc1ccc(F)cc1F)c1ccccc1)c1ccccc1`?
Diaphorase inh: 15; FLuc stim CS: 1; TLR4-MyD88 BLA: -3; FLuc inh counter: 2; Diaphorase act: 0.9; APP 5UTR inh: 8; STAT1 act: 102; G6PDH counter: 20; NF-kB expr up: 0.8; APP 5'UTR act: -8

Results for COc1ccccc1/C=N/NC(=O)c1nnn(-c2nonc2N)c1CSC1=NCCS1 ?
Diaphorase inh: 32; FLuc stim CS: 1; TLR4-MyD88 BLA: 7; FLuc inh counter: -4; Diaphorase act: 0.7; APP 5UTR inh: 0; STAT1 act: 99; G6PDH counter: -12; NF-kB expr up: 1.3; APP 5'UTR act: 0

How did COc1cc2c(cc1OC)C1=C(C#N)CCC(=NC(=O)c3ccc(Cl)cc3)N1CC2 do in these assays?
Diaphorase inh: 1; FLuc stim CS: 1; TLR4-MyD88 BLA: 2; FLuc inh counter: -3; Diaphorase act: 1; APP 5UTR inh: -25; STAT1 act: 99; G6PDH counter: 6; NF-kB expr up: 0.67; APP 5'UTR act: 25

How did CCn1c(Oc2ccc(F)cc2)nc2c1c(=O)n(C)c(=O)n2C do in these assays?
Diaphorase inh: 2; FLuc stim CS: 1.1; TLR4-MyD88 BLA: -6; FLuc inh counter: -13; Diaphorase act: 1; APP 5UTR inh: -15; STAT1 act: 88; G6PDH counter: 11; NF-kB expr up: 0.85; APP 5'UTR act: 15

What do the screens show for `CC1CC(C)(C)NC(=S)N1CCCC(=O)Nc1ccccc1F` (stereo unspecified)?
Diaphorase inh: 18; FLuc stim CS: 1; TLR4-MyD88 BLA: 8; FLuc inh counter: -4; Diaphorase act: 0.8; APP 5UTR inh: 2; STAT1 act: 99; G6PDH counter: -6; NF-kB expr up: 0.99; APP 5'UTR act: -2

What do the screens show for `CCOc1ccc(CCNC(=O)C2=C(C)C(=O)OC23CCC(C)CC3)cc1OCC` (stereo unspecified)?
Diaphorase inh: 13; FLuc stim CS: 1.1; TLR4-MyD88 BLA: -1; FLuc inh counter: -6; Diaphorase act: 0.9; APP 5UTR inh: -10; STAT1 act: 101; G6PDH counter: 0; NF-kB expr up: 0.89; APP 5'UTR act: 10

What do the screens show for `O=c1c2sccc2nc(SCc2cc(=O)n3cc(Cl)ccc3n2)n1Cc1ccccn1`?
Diaphorase inh: 17; FLuc stim CS: 1; TLR4-MyD88 BLA: -9; FLuc inh counter: 1; Diaphorase act: 0.8; APP 5UTR inh: -57; STAT1 act: 103; G6PDH counter: 5; NF-kB expr up: 1.2; APP 5'UTR act: 57

How did Cc1nn(CC(=O)OC(C)C(=O)Nc2ccccc2[N+](=O)[O-])c(C)c1[N+](=O)[O-] (stereo unspecified) do in these assays?
Diaphorase inh: 4; FLuc stim CS: 1; TLR4-MyD88 BLA: -2; FLuc inh counter: -4; Diaphorase act: 1; APP 5UTR inh: 6; STAT1 act: 114; G6PDH counter: -10; NF-kB expr up: 1.1; APP 5'UTR act: -6

What do the screens show for `COc1ccc(CC(NC(C)=O)C(=O)NC2CCN(C(=O)Nc3ccc(Cl)cc3)CC2)cc1OC` (stereo unspecified)?
Diaphorase inh: -3; FLuc stim CS: 1; TLR4-MyD88 BLA: -2; FLuc inh counter: -2; Diaphorase act: 1; APP 5UTR inh: 8; STAT1 act: 101; G6PDH counter: -4; NF-kB expr up: 1.1; APP 5'UTR act: -8

Results for O=C(COc1ccc(Br)cc1Cl)Nn1cnnc1 ?
Diaphorase inh: -3; FLuc stim CS: 1.1; TLR4-MyD88 BLA: -5; FLuc inh counter: -7; Diaphorase act: 1; APP 5UTR inh: 2; STAT1 act: 106; G6PDH counter: -1; NF-kB expr up: 1.4; APP 5'UTR act: -2

How did CC(NC(=S)N1CCOCC1)c1ccccc1 (stereo unspecified) do in these assays?
Diaphorase inh: -5; FLuc stim CS: 1.1; TLR4-MyD88 BLA: 1; FLuc inh counter: -8; Diaphorase act: 1.1; APP 5UTR inh: -29; STAT1 act: 105; G6PDH counter: 9; NF-kB expr up: 1; APP 5'UTR act: 29

How did O=C(CN1C(=O)c2cccc3cccc(c23)C1=O)N1CCN(Cc2ccc3c(c2)OCO3)CC1 do in these assays?
Diaphorase inh: 0; FLuc stim CS: 1.1; TLR4-MyD88 BLA: 7; FLuc inh counter: -9; Diaphorase act: 1; APP 5UTR inh: 1; STAT1 act: 99; G6PDH counter: -63; NF-kB expr up: 0.78; APP 5'UTR act: -1

How did Cc1ccc(C(=O)N2CCN(c3cc(=O)[nH]nc3-c3ccccc3)CC2)cc1 do in these assays?
Diaphorase inh: 22; FLuc stim CS: 1; TLR4-MyD88 BLA: 4; FLuc inh counter: -4; Diaphorase act: 0.8; APP 5UTR inh: -5; STAT1 act: 101; G6PDH counter: -3; NF-kB expr up: 0.9; APP 5'UTR act: 5

How did CCC(C)(C)NC(=O)CN(C(=O)c1snc(C(N)=O)c1N)c1ccc2c(c1)OCCO2 do in these assays?
Diaphorase inh: 9; FLuc stim CS: 1.1; TLR4-MyD88 BLA: 7; FLuc inh counter: -10; Diaphorase act: 0.9; APP 5UTR inh: 4; STAT1 act: 106; G6PDH counter: 2; NF-kB expr up: 1; APP 5'UTR act: -4

What do the screens show for `COC(=O)C(O)(CC(=O)Nc1cc(OC)c(OC)c(OC)c1)C(F)(F)F` (stereo unspecified)?
Diaphorase inh: 16; FLuc stim CS: 1.1; TLR4-MyD88 BLA: -6; FLuc inh counter: -7; Diaphorase act: 0.8; APP 5UTR inh: 2; STAT1 act: 106; G6PDH counter: -4; NF-kB expr up: 1.2; APP 5'UTR act: -2

How did S=C(NCCN1CCOCC1)Nc1ccc(Cl)c(Cl)c1 do in these assays?
Diaphorase inh: 0; FLuc stim CS: 1.1; TLR4-MyD88 BLA: 2; FLuc inh counter: -7; Diaphorase act: 1; APP 5UTR inh: 12; STAT1 act: 106; G6PDH counter: 2; NF-kB expr up: 1.3; APP 5'UTR act: -12

How did CCOc1cccc(C(=O)Nc2cccc(-c3nc4ncccc4o3)c2C)c1 do in these assays?
Diaphorase inh: 4; FLuc stim CS: 1; TLR4-MyD88 BLA: 1; FLuc inh counter: 2; Diaphorase act: 1; APP 5UTR inh: 2; STAT1 act: 102; G6PDH counter: -16; NF-kB expr up: 0.98; APP 5'UTR act: -2

What do the screens show for `Cn1nnnc1SCCNCc1ccccc1OCc1ccccc1`?
Diaphorase inh: 0; FLuc stim CS: 1.1; TLR4-MyD88 BLA: -9; FLuc inh counter: -7; Diaphorase act: 1; APP 5UTR inh: -17; STAT1 act: 102; G6PDH counter: -2; NF-kB expr up: 1.2; APP 5'UTR act: 17

What do the screens show for `Cc1nonc1OCCNCc1c(C(=O)N(C)C)nc2ccc(Cl)cn12`?
FLuc stim CS: 1; TLR4-MyD88 BLA: -8; FLuc inh counter: -4; APP 5UTR inh: -11; STAT1 act: 99; G6PDH counter: 6; NF-kB expr up: 1; APP 5'UTR act: 11

Nothing new here: entries from further up.
Results for O=C(COc1ccc(Br)cc1Cl)Nn1cnnc1 ?
Diaphorase inh: -3; FLuc stim CS: 1.1; TLR4-MyD88 BLA: -5; FLuc inh counter: -7; Diaphorase act: 1; APP 5UTR inh: 2; STAT1 act: 106; G6PDH counter: -1; NF-kB expr up: 1.4; APP 5'UTR act: -2

How did CC(NC(=S)N1CCOCC1)c1ccccc1 (stereo unspecified) do in these assays?
Diaphorase inh: -5; FLuc stim CS: 1.1; TLR4-MyD88 BLA: 1; FLuc inh counter: -8; Diaphorase act: 1.1; APP 5UTR inh: -29; STAT1 act: 105; G6PDH counter: 9; NF-kB expr up: 1; APP 5'UTR act: 29

How did O=C(CN1C(=O)c2cccc3cccc(c23)C1=O)N1CCN(Cc2ccc3c(c2)OCO3)CC1 do in these assays?
Diaphorase inh: 0; FLuc stim CS: 1.1; TLR4-MyD88 BLA: 7; FLuc inh counter: -9; Diaphorase act: 1; APP 5UTR inh: 1; STAT1 act: 99; G6PDH counter: -63; NF-kB expr up: 0.78; APP 5'UTR act: -1

How did Cc1ccc(C(=O)N2CCN(c3cc(=O)[nH]nc3-c3ccccc3)CC2)cc1 do in these assays?
Diaphorase inh: 22; FLuc stim CS: 1; TLR4-MyD88 BLA: 4; FLuc inh counter: -4; Diaphorase act: 0.8; APP 5UTR inh: -5; STAT1 act: 101; G6PDH counter: -3; NF-kB expr up: 0.9; APP 5'UTR act: 5

Continuation.
How did O=C(O)CNC1=NCCCCC1 do in these assays?
Diaphorase inh: 14; FLuc stim CS: 1.1; TLR4-MyD88 BLA: -1; FLuc inh counter: -5; Diaphorase act: 0.9; APP 5UTR inh: 18; STAT1 act: 100; G6PDH counter: -7; NF-kB expr up: 0.97; APP 5'UTR act: -18

What do the screens show for `CCOc1cccc(NC(=O)C2CC(=O)NC(=Nc3ccccc3)S2)c1` (stereo unspecified)?
Diaphorase inh: 25; FLuc stim CS: 1.1; TLR4-MyD88 BLA: 13; FLuc inh counter: -7; Diaphorase act: 0.8; APP 5UTR inh: 4; STAT1 act: 102; G6PDH counter: -7; NF-kB expr up: 0.84; APP 5'UTR act: -4

What do the screens show for `COc1ccc(NC(=O)O/N=C2/CCCc3ccc(OC)cc32)cc1`?
Diaphorase inh: 15; FLuc stim CS: 1.1; TLR4-MyD88 BLA: 21; FLuc inh counter: -7; Diaphorase act: 0.8; APP 5UTR inh: 8; STAT1 act: 103; G6PDH counter: 2; NF-kB expr up: 0.87; APP 5'UTR act: -8

Results for COC(=O)C(=C/C(C)=C/c1cccnc1)C(=O)OC ?
Diaphorase inh: 6; FLuc stim CS: 1; TLR4-MyD88 BLA: 8; FLuc inh counter: -4; Diaphorase act: 0.9; APP 5UTR inh: -20; STAT1 act: 84; G6PDH counter: 17; NF-kB expr up: 1.4; APP 5'UTR act: 20

Not a hit list; about 5.6% have a hit in one of these screens.
